INS promoter inh = TRM-6 insulin promoter activity inhibition; TRM-6 cells (human fetal islet line), insulin promoter-eGFP reporter, imaging; reporter expression induced with tamoxifen; inhibition, % at 2 µM; 0.9% of 130,000 active;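 active means inhibition above the mean plus 3 SD, with well images judged a real hit on visual review, cut at about 60% in these data, passing the limit was not always enough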
SDO1 yeast rescue = restores growth of sdo1-depleted yeast; z-score at 10 µM; S. cerevisiae sdo1-depleted JHY4D growth rescue, OD600 30 h; active compounds read high; pdr5 snq2 efflux-pump mutant strain; 0.21% of 140,000 active; AID 817;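 active means z-score above 3 at both the 24 hr and the 30 hr optical density reads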;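 further: z-score against mean and SD of all compound wells on the same plate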
SDO1 yeast rescue Rescue 24 h = also measured in SDO1 yeast rescue; calls as there; z-score; S. cerevisiae sdo1-depleted JHY4D growth rescue, OD600; measured here: growth rescue at 24 h;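 0 is the plate mean of compound wells and units are plate SD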
The depositor's hits bear a star; nt = not tested or not shown; & = joins results of further samples; [ ] = dose if it differs, or a comment. An excerpt; count on the stated rates, not on these rows.

SDO1 yeast rescue Rescue 24 h	SDO1 yeast rescue	INS promoter inh	SMILES
-0.54	-0.66	29	CC(C)CCn1nnnc1C(c1ccc(F)cc1)N1CCN(C(=O)c2ccco2)CC1 (stereo not drawn)
0.36	0.12	-11	CC(CCc1ccccc1)NC(=O)CSc1ccccc1 (stereo not drawn)
nt	nt	-8	CCOC(=O)N1CCN(C(=O)C2CCN(S(=O)(=O)c3ccc(OC)cc3)CC2)CC1
0.74	0.98	nt	COc1ccc(-n2c(=O)c3ccccc3n(CC(=O)NC3CCCC3)c2=O)cc1
-0.08	-0.42	-11	CC(=O)N1CCN(c2ccc(NC(=S)NC(=O)COc3ccc(C(C)(C)C)cc3)cc2)CC1
-2	-2.6	-128	O=c1c(-c2ccc3c(c2)OCCO3)c(C(F)(F)F)oc2cc(O)cc(O)c12
-0.95	-0.75	-172	Cc1cc(N2CCCC2=O)cc(C)c1S(=O)(=O)NCCOc1ccc(C(C)(C)C)cc1
-0.52	-0.3	-58	Cc1ccccc1NC(=O)c1c(F)c(F)c(F)c(F)c1F
-0.33	-0.95	4	Nc1ccccc1Nc1ccccc1
-0.11	0.7	60	CN(C)C(=O)COC(=O)/C=C/c1ccccc1[N+](=O)[O-]
nt	nt	-60	CC1(C)Cc2nc3sc4c(N5CCCC5)nnnc4c3cc2CO1
3.2	1.4	20	COc1ccc(Cn2c(O)c(C=Nc3ccccc3)c3ccccc3c2=O)cc1
0.97	0.87	nt	Cc1cc(C(=O)NCc2cccnc2)no1
-0.36	0.02[10.4 µM]	nt	COc1cccc(-n2c(SC)nnc2-c2cnccn2)c1
0.57	0.84	nt	CCN(CC)CCOc1nc(C)nc2c1oc1ccccc12
nt	nt	20	C=CCN1C(=O)C(CC(=O)Nc2ccc(OCC)cc2)N(Cc2ccccn2)C1=S (stereo not drawn)
0.66	0.2	-63	CC(=O)[C@@H]1[C@@H]2C(=O)N(c3ccc(F)c(Cl)c3)C(=O)[C@@H]2C2c3ccccc3C=CN21 (stereo partly drawn)
-0.16	-0.77	-8	CCOC(=O)c1ccc(NC(=O)c2ccccc2C)cc1
1.1	1.5	-42	Cc1cccc(-n2c(C)n[nH]c2=S)c1C
0.27	0.81	-33	COc1ccc(C(=O)NC2CCN(C(=S)NCc3ccco3)CC2)cc1
nt	nt	-85	CCOC(=O)C1CCCN(C(=O)c2cc3c(=O)n4cccc(C)c4nc3n2C)C1 (stereo not drawn)
0.06	0.23	-35	CCOC(=O)C(NC(C)=O)(Nc1ccc(S(=O)(=O)Nc2ccncn2)cc1)C(F)(F)F (stereo not drawn)
-1.2	-1.1	8	O=S(=O)(Nc1cccnc1)c1ccc(C2CCCCC2)cc1
-0.21	0.03	20	Nc1ccc(C2(c3ccc(N)cc3)C(=O)Nc3ccccc32)cc1
-0.73	-0.74	14	Cc1cc(C)c(NC(=S)N(Cc2cccnc2)Cc2ccco2)c(C)c1
0.72	1.2	-2	CCOP(=O)(OCC)C(NC(=O)Nc1ccccc1)C(N)=O (stereo not drawn)
0.55	0.23	8	Cc1ccc(-n2c(Cc3cccs3)nnc2SCC(=O)OC(C)C)cc1
nt	nt	-10	COC(=O)c1sccc1NC(=O)CSc1ccccc1N
0.66&-0.87	0.98&-0.45	44	CCOC(=O)N1CCC2(CC1)C(C#N)=C(N)OC1=C2C(=O)CC(C)C1 (stereo not drawn)
0.98	1.3	nt	C=CCNc1nc(Cl)ncc1F
0.94	0.87	nt	CN(CC(N)=O)S(=O)(=O)c1ccc(F)cc1
nt	nt	17	C=C(C)CNC(=S)N/N=C/c1ccccc1OCC(=O)O
0.8	0.63	nt	CCCCn1c(NC(=O)c2ccccc2)c(C#N)c2nc3ccccc3nc21
-0.49	-0.55	-29	OC(COc1ccc2ccccc2c1Cl)CN1CCOCC1 (stereo not drawn)
0.49	0.4	43	CC1CN(C(=O)CSc2nc(-c3ccccc3)cs2)CC(C)O1 (stereo not drawn)
-1.6	-1.4	nt	Cc1cccc(NC(=O)C(c2cccc([N+](=O)[O-])c2)N2CCCCC2)c1 (stereo not drawn)
0	0.67	-16	COc1ccc(C(C)NC(=O)c2ccc([N+](=O)[O-])cc2)cc1OC (stereo not drawn)
3.4*	3.6*	nt	O=C(COc1ncnc2ccccc12)Nc1cccc(S(=O)(=O)N2CCOCC2)c1
nt	nt	25	Cc1n[nH]c(C)c1CCNCc1ccc(OCC(O)CN2CCCCC2)cc1 (stereo not drawn)
-0.27	0.21	nt	CNC(=O)CN1C(=O)c2ccccc2S1(=O)=O
0.63	0.9	21	COc1cc(C(=O)Nc2ccc(S(=O)(=O)NC(C)C)cc2)cc(OC)c1OC
1.2	-0.06	nt	O=C(Nc1nc(-c2cccnc2)cs1)c1ccc(S(=O)(=O)N2CCOCC2)cc1
-1.3	-0.79	nt	CCc1nc(C)cc(N)c1OCc1ccccc1
-0.83	-0.39	10	Fc1ccc2c(c1)[C@H]1OCC[C@H]1[C@@H](c1ccco1)N2
-1.6	-1.2	nt	COC(=O)c1sc(NC(=O)c2ccco2)nc1C
-0.61	-0.97	nt	O=C(NCCc1csc(-c2cccnc2)n1)c1cccc2ccccc12
0.5	1.1	-13	COc1cc2c(cc1OC)C(c1ccccc1)=NCC2
-0.01	-0.17	nt	COc1ccc(-n2c(CCc3ccccc3)nnc2SCC(=O)c2ccc(Cl)cc2)cc1
-0.18	0.29	nt	NC(=NCCc1c[nH]c2ccccc12)NS(=O)(=O)c1ccc(F)cc1
0.86	1.8	-42	Cc1occc1C(=O)Nc1c(F)cc(F)cc1Br
-1.1	-0.89	66	CN(C)S(=O)(=O)N1CCN(C(=O)N(c2ccccc2)c2ccccc2)CC1
1.4	1.1	nt	COc1ccc2c(c1)CCc1c(C(=O)N3CCCC3)noc1-2
nt	nt	57	CC(C)NC(=O)CCn1c(=S)oc2ccccc21
-0.15	0.42	-21	Cc1ccc(Oc2nsnc2N2CCOCC2)cc1
-0.61	0.44	nt	COCc1c(C(N)=O)nnn1-c1nonc1N
-1.2	-1.4	-70	CCn1c(SCC(=O)Nc2ccccc2-c2ccccc2)nnc1-c1ccoc1C
0.31	0.02	nt	CCNC(=O)COC(=O)c1ccc(S(=O)(=O)N2CCCCCC2)cc1
nt	nt	-22	Cc1ccccc1C(=O)NC1CC2CCC(C1)N2Cc1ccccc1 (stereo not drawn)
-0.47	0.2	nt	COc1cc(CNC(=O)OCC(C)C)cc(OC)c1OC
-0.62	0.03	-22	c1coc(CNCCCN2CCOCC2)c1

The list goes on.
SDO1 yeast rescue Rescue 24 h	SDO1 yeast rescue	INS promoter inh	SMILES
1.6&0.54	1.1&-0.54	-17	CSc1ncc2c(n1)-c1cc(C)ccc1SC2
-0.54	-1.1	-7	Cc1ccc(S(=O)(=O)C(C#N)c2nc3ccccc3nc2N2CCC(C)CC2)cc1 (stereo not drawn)
nt	nt	-100	CC(=O)c1c(N2CCN(Cc3ccccc3)CC2)nc(=S)n(-c2ccccc2)c1C
0.99	0.35	12	Cc1cc(-n2c(SCCC#N)nnc2-c2cccnc2)ccc1Cl
-0.69	-0.14	55	C=CCn1c(SCc2cc(=O)n3ccsc3n2)nnc1C1CCCCC1
-1.5	-0.04	-87	CC1=C(C(=O)Nc2ccc(Cl)cc2)C2(CCCCC2)C(C(N)=O)C(=S)N1 (stereo not drawn)
-1.6	-0.54	nt	O=C1CN(c2nc(-c3ccccc3)c3cc(Cl)ccc3n2)c2ccccc2N1
-0.52	-0.86	-12	Cn1c(=O)oc2cc(S(=O)(=O)NCc3ccccc3)ccc21
nt	nt	33	Cc1ccc(NC(=O)n2ccc(-c3ccc(-n4ccnc4)cc3)n2)cc1
0.28	0.39	55	COC(=O)c1cccc(NC(=O)Cn2nnc3ccccc32)c1
0.65	0.93	nt	COc1cccc(-c2nc(CS(=O)(=O)CC(=O)N3CCN(C4CCCCC4)CC3)c(C)o2)c1
-0.7	-1.7	-15	Cc1ccc(NC(=O)N(Cc2cccs2)Cc2cc3cc4c(cc3[nH]c2=O)OCO4)cc1
0.25	0.38	-15	CCOc1cc(S(=O)(=O)NCC2OCCc3ccccc32)c(OCC)cc1-n1cnnn1 (stereo not drawn)
0.94	1.6	40	O=C(Nc1ccc2nc(-c3cccs3)[nH]c2c1)c1ccco1
-0.64	-1.2	8	CCOC(=O)c1nn(-c2cccc(OC)c2)c2nc(CC)c(C#N)c(=O)n12
-0.63	-1.2	nt	N#Cc1ccccc1NC(=O)CC1c2ccccc2Oc2ccccc21
0.37	0.98	50	O=C(O)C1CSC2(CCN(Cc3ccccc3)CC2)N1 (stereo not drawn)
-0.29	0.95	23	O=C(Nc1cccs1)Nc1c(F)c(F)cc(F)c1F
1.6	1.7	10	CCS(=O)(=O)c1ccc2c(c1)N(S(=O)(=O)c1ccccc1)CC(C(=O)O)O2 (stereo not drawn)
nt	nt	-82	C/C(=N\NC(=O)c1ccccc1NC(=O)c1ccc(Cl)cc1)c1ccncc1
-0.04	0.74	75*	C[N+]12CCCCC1C(COC(=O)c1ccc3c(c1)OCO3)CCC2 (stereo not drawn)
-0.62	-1.3	-19	O=c1c(Oc2ccccc2Br)c(C(F)(F)F)oc2c(CN3CCCC3)c(O)ccc12
nt	nt	-26	CCn1c(SCC(=O)NNC(=O)c2ccc(OC)cc2)nnc1-c1ccco1
nt	nt	-62	Cc1ccc([N+](=O)[O-])cc1Nc1nc(N2CCOCC2)nc(N2CCOCC2)n1
-0.59	-2	87*	COCCCNC(=O)c1c(NC(=O)C2COc3ccccc3O2)sc2c1CCCC2 (stereo not drawn)
-1.3	-1.8	-14	CN(C)c1ccc(-c2noc(-c3ccccc3O)n2)cc1
0.77	1.1	18	O=C(Oc1ccccc1C(=O)N1CCOCC1)c1cccc(Br)c1
-1.2	-1.4	nt	CCN(CC)c1ccc(/C=C(\C#N)C(=O)NCc2ccco2)cc1
0.03	0	7	CCOC(=O)C(=O)/C(=C\N(C)C)c1onc(-c2ccccc2Cl)c1C(=O)OC
0.11	0.16	nt	CSc1cccc(NS(=O)(=O)c2ccc3c(c2)oc(=O)n3C)c1
-0.76	-0.01	22	CS/C(=N/S(=O)(=O)c1ccc(C)cc1)c1ccccc1
nt	nt	19	CCOc1ccc(N)cc1OC
-0.84	-0.72	28	COC(=O)c1ccc(Oc2nc(N(C)C)nc(N3CCOCC3)n2)cc1
-0.38	-0.14	20	O=[n+]1c2c(n([O-])c3c1CCCC3)CCCC2
-0.1	0.15	-21	Cc1ccc(N(C(=O)c2sc(C)nc2C)C(C(=O)NCc2ccco2)c2ccccc2)cc1 (stereo not drawn)
0.67	0.57	38	O=C(CSCc1ccccc1)N1CCN(C(=O)c2ccco2)CC1
nt	nt	6	CN(Cc1ccccc1)c1nc2c(c(=O)[nH]c(=O)n2C)n1CCSc1ncccn1
nt	nt	7	NS(=O)(=O)c1ccc(CCNC(=O)c2ccco2)cc1
nt	nt	-11	COc1ccc(NC(=O)C2CCC(CNS(=O)(=O)c3cccs3)CC2)cc1OC (stereo not drawn)
0.15	0.74	nt	CCOc1ccc(-n2c(Cc3cc(=O)[nH]c(=O)[nH]3)nnc2SCC(=O)OC)cc1
nt	nt	26	CC(C)(C)NC(=O)CCc1nnc(Cc2c[nH]c3ccccc23)o1
-1.3	-0.89	-52	C[C@]12CC[C@@H]3c4ccc(O)cc4CC[C@H]3[C@@H]1CC[C@@H]2OC(=O)CCC(=O)O
2.1	1.7	16	C=CCn1c(SCC(=O)OC)nc2sc3c(c2c1=O)CCN(C)C3
-0.99	-0.09	-21	COc1cc(/C=N\NC(=O)c2ccc(Cn3nc([N+](=O)[O-])c(Cl)c3C)o2)ccc1O
-1.2	-0.32	-7	COc1ccc(NC(=O)C(c2cc3c(cc2[N+](=O)[O-])OCO3)N2CCN(C=O)CC2)cc1 (stereo not drawn)
nt	nt	22	Cc1noc(C)c1COC(=O)c1ccc(F)c(S(=O)(=O)N2CCCCC2)c1
1.9	1.7	50	CN(C)S(=O)(=O)c1cccn1-c1ncc(C(F)(F)F)cc1Cl
-0.88	-0.49	0	O=C(CN(C(=O)c1cccc([N+](=O)[O-])c1)C1CCCCC1)Nc1ccc(Cl)c([N+](=O)[O-])c1
-0.32	0.09	-40	c1ccc(-c2nn3c(Cn4cnc5ccccc54)nnc3s2)cc1
2.7	2.8	12	Cc1ccc(NS(=O)(=O)c2cc(C(=O)O)ccc2Cl)c(C)c1
